Sm TGR inh: S. mansoni TGR enzyme inhibition. AID 485364. Potency, µM (doses to about 114 µM), inactives show at the top dose activity change, negative = inhibition, hits mostly inhibitors. purified TGR, DTNB reduction, TNB absorbance 405 nm. Q962Y6. 360,000 compounds, 3% hits; also: potency is read from the fitted curve at half-maximal effect; nearly all actives have a fitted effect of over 60% in size
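TGR 20 nM + NADPH 100 uM (dispensed conc.), cpd preinc 15 min RT; start with NADPH (500 uM addition) then DTNB (15 mM addition). Kinetic TNB absorbance, 405 nm filter. Four-parameter Hill fit across titration.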
AMA1 RON2 block: AMA1-RON2 (P. falciparum) interaction inhibition | AlphaScreen AMA1-biotinylated RON2 peptide binding | Potency, µM (series often up to 58.2 µM), inactives show at the top dose activity change, negative = inhibition, most hits filed as inhibitors | 360,000 compounds, 0.2% hits;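 also: potency is read from the fitted curve at half-maximal effect; 0% = vehicle wells and -100% = peptide control; nearly all actives have a fitted effect of over 45% in size; some results filed as inactive show a strong effect at the top dose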
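AMA1 (3D7) with his tag at 25 nM final met compounds first, then biotinylated RON2 peptide at 25 nM; detection used donor plus acceptor beads, 10 µg/mL apiece, read by AlphaScreen after 30 min at room temperature.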
LmPK inh: blocks Leishmania mexicana pyruvate kinase activity; 290,000 compounds, 0.37% hits; purified LmPK, Kinase-Glo ATP luminescence, 1 h; Potency, µM (highest dose often 57.5 µM), for inactives: at the top dose activity change, negative = inhibition, most hits filed as inhibitors; also: potency is read from the fitted curve at half-maximal effect
Target sequence (Q27686 whole entry, looked up): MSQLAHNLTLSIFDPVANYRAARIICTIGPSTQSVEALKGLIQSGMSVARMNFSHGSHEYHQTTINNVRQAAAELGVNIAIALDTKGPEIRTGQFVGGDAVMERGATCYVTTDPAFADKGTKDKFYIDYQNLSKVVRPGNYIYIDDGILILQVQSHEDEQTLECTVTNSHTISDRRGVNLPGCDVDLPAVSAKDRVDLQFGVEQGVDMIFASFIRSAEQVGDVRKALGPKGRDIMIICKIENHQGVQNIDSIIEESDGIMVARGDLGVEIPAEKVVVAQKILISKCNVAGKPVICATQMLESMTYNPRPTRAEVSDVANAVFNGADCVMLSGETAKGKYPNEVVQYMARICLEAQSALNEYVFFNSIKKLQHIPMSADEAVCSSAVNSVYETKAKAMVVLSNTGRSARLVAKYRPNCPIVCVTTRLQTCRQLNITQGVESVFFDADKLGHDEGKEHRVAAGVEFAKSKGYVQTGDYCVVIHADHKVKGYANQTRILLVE
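0.1 nM LmPK, 0.5 mM PEP, 0.1 mM ADP; 50 mM imidazole pH 7.2, 7 mM MgCl2, 50 mM KCl; 1 h RT. Kinase-Glo luminescence readout, normalized to no-enzyme (full inhibition) and uninhibited wells.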
HCMV antiviral: human cytomegalovirus inhibition | HFF cells, HCMV-luciferase reporter, 72 h; active compounds read low | 410,000 compounds, 4.5% hits | activity change, negative = inhibition, % at 57.5 µM; in the data active = activity change below about -60%; inconclusive = no clear call, values can overlap the other calls; inactive = above about -39%
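Human foreskin fibroblasts infected with luciferase-reporter HCMV at MOI 1 PFU/cell, compounds at two doses. Luciferase measured 72 h post infection; normalized to buffer-only basal and Salinomycin (10uM) controls.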
AmpC inh no detg: blocks E. coli AmpC beta-lactamase in detergent-free assay. P00811. AmpC nitrocefin hydrolysis, absorbance 480 nm, 0.0001% Triton. Potency, µM (series often up to 57.1 µM), for inactives: at the highest dose activity change, negative = inhibition, most hits filed as inhibitors. 330,000 compounds, 0.52% hits. AID 485341;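 also: potency is read from the fitted curve at half-maximal effect; plate controls were no compound for no effect and no enzyme for full effect; nearly all actives have a fitted effect of over 20% in size; some results filed as inactive show a strong effect at the top dose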
Target sequence (P00811 whole entry, looked up): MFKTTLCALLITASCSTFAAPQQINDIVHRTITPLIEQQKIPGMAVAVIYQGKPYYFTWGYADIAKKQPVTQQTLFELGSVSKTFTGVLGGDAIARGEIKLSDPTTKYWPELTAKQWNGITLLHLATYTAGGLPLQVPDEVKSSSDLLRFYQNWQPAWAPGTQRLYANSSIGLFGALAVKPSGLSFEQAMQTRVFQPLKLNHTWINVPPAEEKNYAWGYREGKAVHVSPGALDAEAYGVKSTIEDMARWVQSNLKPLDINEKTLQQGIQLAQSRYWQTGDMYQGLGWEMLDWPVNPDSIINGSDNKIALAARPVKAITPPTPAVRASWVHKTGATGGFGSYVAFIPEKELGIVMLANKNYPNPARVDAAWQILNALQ
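20 mM phosphate pH 7.0 + 0.01% (detergent screen) or 0.0001% Triton X-100; 5.3 nM AmpC reagent; cpd preinc 15 min RT; nitrocefin (800 uM stock) to start; A480 q20 s × 4 min; Activity was normalised to no-enzyme and no-compound control wells.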
AmpC detergent: blocks E. coli AmpC beta-lactamase in detergent assay. P00811. AmpC hydrolysis of nitrocefin, absorbance 480 nm, 0.01% Triton. Potency, µM (highest dose often 114 µM), for the others: at the highest dose activity change, negative = inhibition, most hits filed as inhibitors. 370,000 compounds, 0.041% hits;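 also: potency is read from the fitted curve at half-maximal effect; 0% = no-compound wells and -100% = no-enzyme wells; nearly all actives have a fitted effect of over 25% in size; some results filed as inactive show a strong effect at the top dose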
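AmpC (5.3 nM in the dispensed reagent) in 20 mM phosphate pH 7.0 with 0.01% (detergent screen) or 0.0001% Triton X-100 was preincubated with compounds for 15 min at room temperature. Nitrocefin was then added from an 800 uM solution, and hydrolysis was followed at 480 nm.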
TbPYK inhibitor: blocks Trypanosoma brucei pyruvate kinase; Q57TT1; TbPYK enzyme, Kinase-Glo Plus ATP luminescence, 45 min; Potency, µM (titrated, usually from 76.8 µM), for the others: at the top dose activity, negative = inhibition, most hits filed as inhibitors; 410,000 compounds, 0.12% hits; also: potency is read from the fitted curve at half-maximal effect; nearly all actives have a fitted effect of over 50% in size
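Readout: single end-point luminescence (Kinase-Glo Plus, 10 min). Reaction conditions were TbPYK/substrate plus 130 uM ADP, 45 min at RT, pH 7.2 TEA buffer. No-enzyme wells served as controls, and data were normalized before concentration-response fitting.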
* hit, by the source's call; ? = inconclusive; / = no result given; [ ] = another dose, or the depositor's remark. Unless noted, calls follow the shape of the dose curve; as a rule, active = well fitted curve in the direction sought with a large enough effect; inconclusive = small, poorly fitted or top-dose-only effect, or another doubt; inactive = no such curve, though single readings can be large; an effect the other way counts as inactive or inconclusive. Unless noted, % is scaled to controls: 0 for no effect and ±100 for the full control effect.

#	Compound	LmPK inh	AMA1 RON2 block	TbPYK inhibitor	AmpC inh no detg	HCMV antiviral	Sm TGR inh	AmpC detergent
1	O=C(Nc1ccc2nc3n(c(=O)c2c1)CCCC3)c1cncc(Br)c1	/	1%	0%	/	-63*	/	/
2	COc1ccc([N+](=O)[O-])cc1NC(=O)Cn1ccc(C(F)(F)F)n1	1%	-9%	-2%	3%	-37	4%	5%
3	Cc1ccc(CCNC(=O)C2CC(c3ccccc3C(F)(F)F)=NO2)cc1 (stereo not drawn)	9%	12%	3%	54%[activator]	4	1%	-1%
4	Cc1cccc(NC(=O)c2sc3nc4c(c(-c5ccco5)c3c2N)CCC4)c1	3%	-8%	-6%	-30%	?	3%	?
5	COc1ccc([N+](=O)[O-])cc1NC(=O)CS(=O)(=O)c1ccc(C)cc1	-6%	-2%	6%	-30%	-3	4%	-9%
6	COc1ccc(CC(=O)Oc2ccc(C(C)C)cc2)cc1S(=O)(=O)N1CCOCC1	/	4%	6%	65%[activator]	-6	4%	2%
7	C[C@@H]1CN(C(=O)c2ccc(OC3CCN(S(=O)(=O)N(C)C)CC3)cc2)C[C@H](C)O1	-2%	-3%	-6%	50%	-15	-24%	-2%
8	O=c1c(-c2ccnn2-c2ccccc2F)cnc2n1CCS2	3%	-4%	-4%	-8%	-14	4%	-1%
9	CC(C)CC(=O)NC1(C(F)(F)F)NC(=O)N(c2ccccc2)C1=O (stereo not drawn)	5%	0%	-1%	-4%	-18	-2%	-4%
10	Cc1ccc(Nc2nc(Nc3ccc(C)c(C)c3)nc(N3CCOCC3)n2)cc1C	/	/	-2%	/	24	3%	5%
11	O=C(CSc1nnc(Cn2cnc3ccccc32)o1)c1ccccc1	11%	70%[activator]	-5%	-29%	-35	-3%	?
12	Cn1cc(S(=O)(=O)N2CCOCC2)cc1C(=O)NCc1ccc(Cl)cc1	-4%	11%	0%	2%	19	5%	-12%
13	O=c1[nH]c2c(oc3ccccc32)c(=O)n1Cc1ccccc1	-2%	-10%	9%	-10%	-28	5%	-2%
14	CCCCCN(C(=O)CCC(=O)OC(C)C(=O)c1ccc(CC)cc1)c1c(N)n(CCCC)c(=O)[nH]c1=O (stereo not drawn)	/	-10%[11.6 µM]	3%	/	48	/	/
15	CC(NS(=O)(=O)c1ccc(F)cc1)C(c1cccs1)N1CCOCC1 (stereo not drawn)	2%	6%	1%	-8%	-19	2%	2%

Ordered by count of non-hydrogen atoms (ascending): some entries from above
#	Compound	LmPK inh	AMA1 RON2 block	TbPYK inhibitor	AmpC inh no detg	HCMV antiviral	Sm TGR inh	AmpC detergent
13	O=c1[nH]c2c(oc3ccccc32)c(=O)n1Cc1ccccc1	-2%	-10%	9%	-10%	-28	5%	-2%
11	O=C(CSc1nnc(Cn2cnc3ccccc32)o1)c1ccccc1	11%	70%[activator]	-5%	-29%	-35	-3%	?
14	CCCCCN(C(=O)CCC(=O)OC(C)C(=O)c1ccc(CC)cc1)c1c(N)n(CCCC)c(=O)[nH]c1=O (stereo not drawn)	/	-10%[11.6 µM]	3%	/	48	/	/

More compounds:
#	Compound	LmPK inh	AMA1 RON2 block	TbPYK inhibitor	AmpC inh no detg	HCMV antiviral	Sm TGR inh	AmpC detergent
16	COc1ccc(-c2cnc3c(c2)C(=O)N([C@H](C)CO)C[C@H](C)[C@H](CN(C)C(=O)Cc2cccnc2)O3)cc1	/	-5%	-16%	/	21	/	/
17	CCn1c(C(O)c2ccc(C)cc2)nc2ccccc21 (stereo not drawn)	2%	0%	2%	-11%	-28	1%	?
18	COc1ccc(/C=N/NC(=O)C2CC2)c(OC)c1OC	3%	-3%	0%	-4%	14	5%	?
19	O=C(/C=C/c1ccc(F)cc1)NCc1ccco1	0%	-3%	-2%	-3%	13	-9%	23%
20	CC/C(=N/O)c1cnnc(SC)n1	-3%	-6%	-1%	-18%	-7	3%	-11%
21	C=CCN1CC(=O)N2Cc3[nH]c4ccccc4c3C[C@H]2C1=O	3%	-5%	-4%	2%	?	-12%	-6%
22	Cc1cc(CNC(=S)Nc2ccc(S(=O)(=O)Nc3ncccn3)cc2)nn1C	0%	12%	-9%	-11%	-26	-23%	?
23	CCOc1ccc2nc(SCC(=O)c3ccc(Cl)s3)sc2c1	-3%	57%[activator]	-1%	-39%	67	3%	2%
24	COC(=O)c1cc(NC(=O)Cn2c(=O)oc3ccccc32)cc(C(=O)OC)c1	-3%	0%	0%	-26%	7	-11%	-10%
25	C/C(=N\NC(=O)c1ccc(Cn2cc(Br)cn2)o1)c1ccc(NC(=O)c2ccoc2C)cc1	-1%	12%	-8%	1%	24	-10%	-7%
26	Cn1nc(-c2ccccc2)c(C(O)c2ccccc2C(F)(F)F)c1Cl (stereo not drawn)	8%	9%	-4%	0%	19	-13%	3%
27	COc1ccc(C(=O)N2N=C(c3cccc(NS(C)(=O)=O)c3)CC2c2cccs2)cc1 (stereo not drawn)	-2%	6%	3%	4%	-24	9%	2%
28	COc1ccc(NC(=O)N(C)C[C@@H]2Oc3cc(Br)ccc3S(=O)(=O)N([C@H](C)CO)C[C@H]2C)cc1	/	7%	1%	/	-17	/	/
29	O=C1CC(N(Cc2cccs2)C(=O)Nc2ccccc2)C(=O)N1c1ccc(Cl)cc1 (stereo not drawn)	0%	-15%	-4%	-28%	-19	-3%	-15%
30	COc1ccccc1CN1CC(C(=O)NCCc2ncccc2C)CCC1=O (stereo not drawn)	-10%	14%	5%	-6%	-26	4%	?
31	COC(=O)c1ccc(Cl)cc1NC(=O)/C=C/c1ccc(C)o1	-10%	11%	-27%	-49%	45	20µM*	1%
32	CCOc1ccc(OCCNC(=O)C(NC(=O)c2c(F)cccc2F)C(C)C)cc1 (stereo not drawn)	/	7%	-1%	-4%	6	-1%	4%
33	CCN(CC)C(=O)Cn1nc(-c2ccncc2)nc1SCC(=O)Nc1ccc(OC)cc1	0%	9%	-4%	-8%	-36	1%	-6%
34	CC(=O)Nc1cc(-c2cccc(C(=O)N(C)C)c2)cn2c(-c3cccc(C(F)(F)F)c3)cnc12	/	13%	-3%	/	-26	/	/
35	Cc1ccc(Sc2ccc(NC(=O)CCN3C(=O)NC4(CCCC4)C3=O)cc2)c(C)c1	/	-10%	-1%	147%[activator]	0	4%	-4%
36	COCC(=O)N1CCC(Oc2ccc(C(=O)N3C[C@@H](C)O[C@@H](C)C3)cc2)CC1	-7%	7%	5%	-1%	20	40µM*	-8%
37	Cc1c(C(=O)O)sc2nc(/C=C/c3ccccc3OC(F)F)[nH]c(=O)c12	-7%	2%	-8%	-20%	5	-15%	?
38	Cc1nn(CC(O)COc2ccc3c(c2)CCC3)c(C)c1Br (stereo not drawn)	-2%	-4%	-11%	32%	15	0%	0%
39	CC(=O)c1ccc(NC2OC(C)C(O)C(O)C2O)cc1 (stereo not drawn)	-1%	-16%	3%	-16%	67	-20%	-12%
40	CCOCCCNS(=O)(=O)c1ccc(NC(=O)Cc2c(F)cccc2Cl)cc1	6%	-11%	-1%	-10%	-23	13%	8%
41	CC(CSc1n[nH]c(=S)s1)c1ccccc1 (stereo not drawn)	/	85%[activator]	?	/	-33	/	/
42	Cc1cccc(CNC(=O)C2CCC(=O)N(CCCc3ccccc3)C2)c1 (stereo not drawn)	/	0%	3%	/	-35	/	/
43	O=[N+]([O-])c1cccc(S(=O)(=O)/N=C(/Nc2ccccc2)c2ccccc2)c1	/	12%	-2%	-18%	-5	/	/
44	COC(=O)C[C@]1(C(=O)OC)CN(C#N)N(c2ccc(Cl)cc2)C12c1ccccc1-c1ccccc12	4%	-2%	1%	108%[activator]	-102*	-33%	?
45	CNC(=O)COC(=O)CNC(=O)c1cc(Cl)cc([N+](=O)[O-])c1	5%	2%	0%	-4%	14	-11%	-8%
46	O=C(CNC(=O)c1ccco1)NCCCc1ccccc1	0%	-3%	0%	-10%	76	2%	2%
47	CCOc1ccc(NS(=O)(=O)c2ccc3[nH]cc(C(=O)NC(C)CC)c(=O)c3c2)cc1 (stereo not drawn)	6%	31%[activator]	1%	-8%	36	0%	-13%
48	COc1ccc2nc(C(F)(F)C(F)(F)F)c(C#N)c(N)c2c1	12%	-12%	14%	-7%	?	17%	-1%
49	CCOC1=C2CN(S(=O)(=O)c3ccc(C)cc3)[C@H](c3cccs3)C[C@H]2n2c(=O)n(-c3ccccc3)c(=O)n2C1	/	-2%	-2%	/	-16	/	/
50	CC(C)c1ccc(NC2CCCN(C(=O)CN3C(=O)CSC3=O)C2)cc1 (stereo not drawn)	4%	-11%	4%	35%	-29	-6%	1%
51	Cc1cc(C)cc(NS(=O)(=O)c2ccc(NC(=O)c3ccccc3C(=O)O)cc2)c1	/	-9%	1%	/	15	/	/
52	CCOC(=O)c1sc(=S)n(-c2ccc3c(c2)OCO3)c1N	1%	-8%	-26%	-1%	-13	1%	-6%

In the list so far, these contain a thiophene ring, fused or not:
#	Compound	LmPK inh	AMA1 RON2 block	TbPYK inhibitor	AmpC inh no detg	HCMV antiviral	Sm TGR inh	AmpC detergent
4	Cc1cccc(NC(=O)c2sc3nc4c(c(-c5ccco5)c3c2N)CCC4)c1	3%	-8%	-6%	-30%	?	3%	?
15	CC(NS(=O)(=O)c1ccc(F)cc1)C(c1cccs1)N1CCOCC1 (stereo not drawn)	2%	6%	1%	-8%	-19	2%	2%
23	CCOc1ccc2nc(SCC(=O)c3ccc(Cl)s3)sc2c1	-3%	57%[activator]	-1%	-39%	67	3%	2%
27	COc1ccc(C(=O)N2N=C(c3cccc(NS(C)(=O)=O)c3)CC2c2cccs2)cc1 (stereo not drawn)	-2%	6%	3%	4%	-24	9%	2%
29	O=C1CC(N(Cc2cccs2)C(=O)Nc2ccccc2)C(=O)N1c1ccc(Cl)cc1 (stereo not drawn)	0%	-15%	-4%	-28%	-19	-3%	-15%
37	Cc1c(C(=O)O)sc2nc(/C=C/c3ccccc3OC(F)F)[nH]c(=O)c12	-7%	2%	-8%	-20%	5	-15%	?
49	CCOC1=C2CN(S(=O)(=O)c3ccc(C)cc3)[C@H](c3cccs3)C[C@H]2n2c(=O)n(-c3ccccc3)c(=O)n2C1	/	-2%	-2%	/	-16	/	/

High-throughput results as filed in PubChem BioAssay.
